HTR2A ag: agonists of mouse serotonin 5-HT2A receptor (HTR2A). hit rate 0.66% among 360,000. activation, % at 7.6 µM. AID 624169. CHO-K1 mHTR2A beta-arrestin complementation, luminescence; percent of 30 µM serotonin response. P35363;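 active means activation above a run cutoff, the mean activation of all tested compounds plus 3 SD, cut at about 14% in these data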;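 further: 0% = plate median of compound wells and 100% = 30 µM serotonin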
Vif imaging: HIV Vif inhibition | hit rate 0.35% among 340,000 | HEK293T cells, Vif self-association by quenched fluorescence, imaging, 24 h | inhibition, % at 7.49 µM; in the data active means inhibition above about 50%, passing the limit was not always enough; further: some results filed as inactive read as strong as hits
CaV13 ICDI inh: Primary screen for inhibitors of IQ motif and Ca2+-dependent inactivation inhibitor domain binding in CACNA1D, Förster resonance energy transfer in living cells, … | HEK cells, CFP/YFP FRET ICDI-IQ, plate reader, 10 min; percent FRET-ratio fall versus neutral wells | inhibition, % at 12.3 µM | hit rate 0.098% among 340,000;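 active means mean replicate inhibition of at least 30% and at least 1% of replicates passing that level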;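 further: 0% = median of the neutral control wells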
MC4R antagonist: antagonists of human melanocortin 4 receptor (MC4R) | inhibition, % at 6.5 µM | AID 540295 | MC4R-expressing cells, MTII-stimulated cAMP, LANCE TR-FRET | hit rate 0.48% among 360,000 | P32245;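 active means inhibition above its plate's cutoff, the mean of tested wells on that plate plus 3 SD, cut at about 29% in these data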;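 further: 0% = Melanotan II alone and 100% = Melanotan II plus saturating MCL0020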
Target sequence (P32245 whole entry, looked up): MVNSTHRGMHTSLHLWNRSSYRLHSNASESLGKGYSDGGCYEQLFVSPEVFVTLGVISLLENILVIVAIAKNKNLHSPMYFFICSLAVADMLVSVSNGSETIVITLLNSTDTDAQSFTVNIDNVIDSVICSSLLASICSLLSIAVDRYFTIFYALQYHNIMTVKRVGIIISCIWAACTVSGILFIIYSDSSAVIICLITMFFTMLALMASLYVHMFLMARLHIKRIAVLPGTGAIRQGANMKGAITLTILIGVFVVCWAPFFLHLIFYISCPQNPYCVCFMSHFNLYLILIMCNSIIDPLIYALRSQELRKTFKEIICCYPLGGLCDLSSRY
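system = U2OS cells with stable human MC4R expression | also added = Melanotan II challenge after compound preincubation | dosing = one concentration, 6.5 µM nominal | incubation = compound 30 min, challenge 1 h, detection 1 h | measured by = TR-FRET with Eu-cAMP and labeled anti-cAMP, 671 nm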
MC4R ag barr: activates human MC4R beta-arrestin recruitment; hit rate 0.98% among 360,000; U2OS MC4R beta-arrestin complementation, luminescence; percent of melanotan II response, DMSO zero; P32245; activation, % at 8.9 µM;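 active means activation above a per-plate cutoff, the mean activation of sample wells on that plate plus 3 SD, cut at about 8% in these data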
Glyco luc inh: blocks N-linked glycosylation in D54 reporter cells; D54 ERlucT glycosylation luciferase reporter, 24 h; percent of 100 nM tunicamycin response; reporter increase, % at 12.5 µM; hit rate 0.23% among 360,000; AID 588692;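 active means mean luciferase reporter signal, scaled so untreated is 0 and the glycosylation-blocking control 100, at or above a set limit in every replicate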;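 further: luciferase carries N-glycosylation sites so blocking glycosylation raises the light; 0% = median of neutral control wells and 100% = median of 100 nM tunicamycin wells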
PDI inh: inhibitors of human protein disulfide isomerase; P07237; PDI insulin aggregation turbidity, A650, 90 min; inhibition, % at 10 µM; hit rate 0.052% among 350,000; AID 588391;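 active means mean inhibition across replicates of 30% or more, whatever share of single replicates reach that level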;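 further: absorbance from insulin aggregation driven by PDI reduction with DTT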
Target sequence (P07237 whole entry, looked up): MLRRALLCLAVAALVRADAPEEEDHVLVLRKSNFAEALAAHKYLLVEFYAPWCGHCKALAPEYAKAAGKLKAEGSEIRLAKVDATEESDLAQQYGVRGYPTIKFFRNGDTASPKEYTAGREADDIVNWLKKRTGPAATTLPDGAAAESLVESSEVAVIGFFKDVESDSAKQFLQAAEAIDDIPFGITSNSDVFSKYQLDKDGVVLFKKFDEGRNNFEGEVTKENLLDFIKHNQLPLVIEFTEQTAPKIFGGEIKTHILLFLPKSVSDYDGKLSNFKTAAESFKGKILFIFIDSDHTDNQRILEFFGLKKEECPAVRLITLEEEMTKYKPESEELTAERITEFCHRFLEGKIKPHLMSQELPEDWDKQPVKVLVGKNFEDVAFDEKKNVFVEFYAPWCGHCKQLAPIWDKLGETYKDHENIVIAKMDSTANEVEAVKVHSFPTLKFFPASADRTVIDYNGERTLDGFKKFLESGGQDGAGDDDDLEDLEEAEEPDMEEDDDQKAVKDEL
H9c2 protect: modulators protecting cardiomyocytes from myocardial damage; protection from H2O2 cell death, % at 20 µM; H9c2 cardiomyocytes, H2O2 injury protection, ATPLite, 2 h; hit rate 0.63% among 360,000;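 active means compounds giving at least 50% protection of heart cells from peroxide-induced death in the single-dose screen, raw or plate-pattern-corrected value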;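 further: 0% = DMSO wells with peroxide and 100% = DMSO wells without peroxide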
aDG glyco act: alpha-DG glycosylation activation; hit rate 0.22% among 360,000; Pro5-aDG cells, alpha-DG glycosylation AlphaScreen (IIH6); 0% Pro5, 100% B10-LARGE cell signal; activation, % at 10 µM;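 active means activation of at least 8% versus controls, or a plate z-score of at least 8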;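 further: Pro5 are CHO cells carrying HIG-tagged alpha-DG that lacks glycosylation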
ABCB6 inh MLPCN: blocks the human ABCB6 transporter; Q9NP58; K562-ABCB6 porphyrin accumulation, flow cytometry, 1 h; stronger effect = lower value; fluorescence ratio to DMSO, % at 10 µM; hit rate 0.19% among 360,000;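 active means fluorescence ratio to DMSO below 75%, the collection mean minus 3 SD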;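 further: signal is porphyrin accumulated inside mitochondria; 100% equals median channel fluorescence of DMSO control wells; lower ratio means ABCB6 inhibition with less porphyrin fluorescence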
* hit, by the source's call; / = no result given.

SMILES | HTR2A ag | Vif imaging | CaV13 ICDI inh | MC4R antagonist | MC4R ag barr | Glyco luc inh | PDI inh | H9c2 protect | aDG glyco act | ABCB6 inh MLPCN
NC(=S)NC1CCS(=O)(=O)C1 (configuration not stated) | 1 | -1 | -12 | 12 | 0.6 | 1 | 2 | 5 | 0.5 | 92
CSc1nc(-c2ccccc2)[nH]c(=S)c1C(C)=O | 3 | -3 | -5 | 5 | -2.9 | 1 | -12 | 6 | 2.8 | 112
CCOc1ccc(NC(=O)CN2C(=O)NC(CCc3ccccc3)C2=O)cc1OCC (configuration not stated) | -1 | -18 | -12 | 8 | 0.1 | 0 | 4 | 16 | 2.2 | 97
CCN(CC(=O)Nc1ccc(NC(C)=O)cc1)C(=O)CCCN1C(=O)c2ccccc2C1=O | 1 | / | -5 | 21 | -3.3 | 1 | 2 | 3 | -0.2 | 102
CC[C@]12C(=O)N(C)C[C@H]([C@@H]3C(=O)N(C)C(=O)[C@@H]31)N2C(=O)c1ccc(C(F)(F)F)cc1 | -2 | 0 | -9 | 5 | -2.4 | -1 | 11 | 0 | 0.1 | 99
CN(C)CCCNC(=O)/C=C/c1ccc2c(c1)OCO2 | -3 | -8 | -3 | -2 | -1.0 | 2 | 1 | 8 | -0.1 | 101
CCOC(=O)c1[nH]c(C)c(C(=O)N2CCN(C(=O)c3ccco3)CC2)c1C | 1 | -1 | -7 | 3 | -1.4 | -2 | -3 | 0 | 0.0 | 93
CCN(CC)C(=O)c1ccccc1NC(=O)c1ccccc1C | 5 | -1 | -4 | 9 | -1.2 | 0 | 4 | 6 | 0.3 | 102
COc1ccccc1N(CC(=O)N1CCN(c2ccccc2)CC1)S(=O)(=O)c1ccc(C)cc1 | 0 | / | -5 | 4 | -1.7 | / | 6 | 0 | 0.0 | 101
O=C(Nc1ccc(Cl)cn1)c1cccc2c(Br)cccc12 | -5 | -10 | -4 | -10 | 3.1 | 14 | 4 | 1 | 1.7 | 99
O=C1NC(c2ccccc2Br)=N/C1=C\c1ccco1 | -4 | -10 | -6 | -12 | 0.1 | -4 | -2 | 5 | 0.0 | 109
COc1ccc(-c2cn3cccc(C)c3n2)cc1Br | 0 | -11 | -3 | 3 | 0.4 | -2 | 7 | -8 | 0.6 | 86
COCCCNC(=O)C1CCN(C(=O)c2oc3cc4sc(N(C)C)nc4cc3c2C)CC1 | 0 | 3 | -3 | 6 | 0.1 | 1 | 1 | 6 | 0.0 | 103
Cc1ccc(C2=NN(CCC(=O)NCc3ccc4c(c3)OCO4)C(=O)CC2)cc1 | -8 | -2 | -5 | 3 | -1.3 | 2 | 2 | 1 | -0.1 | 105
COc1cc(-c2nc(S(=O)(=O)c3ccc(Cl)cc3)c(N(C)C)o2)cc(OC)c1OC | 1 | 2 | -7 | 11 | 1.4 | 1 | 0 | 8 | 0.0 | 99
Cc1ccc(CN(C(=O)Cn2nnc3ccccc32)C(C(=O)NCc2ccco2)c2cccs2)cc1 (configuration not stated) | -4 | 20 | / | 4 | 0.6 | -4 | -5 | 6 | 0.1 | 97
C/C=C(\C)c1nnc(NC(=O)OCC)s1 | 1 | 13 | -5 | 0 | -0.8 | 2 | 1 | 0 | -0.2 | 92
Cc1cc(C(=O)Nc2ccc3[nH]ccc3c2)no1 | 3 | 11 | -2 | 1 | 1.8 | -8 | -1 | -8 | -0.1 | 94
CSCCC(NC(=O)c1ccccc1Cl)C(=O)NCCc1ccccn1 (configuration not stated) | 1 | -4 | -6 | -3 | -1.6 | 1 | -3 | 5 | 0.0 | 96
CCc1ccc(NC(=O)CSc2nnc(-c3cccs3)n2CC)cc1 | -2 | / | / | 11 | -0.1 | -1 | -10 | -3 | 0.0 | 96
c1ccc(Nc2nc3ccccc3[nH]2)nc1 | -1 | -10 | / | 11 | -4.1 | 0 | 1 | -18 | -0.3 | 91
CCOC(=O)C1C(=O)CC(O)(c2ccccc2)CC1c1ccccc1 (configuration not stated) | -4 | 1 | -1 | 6 | 0.7 | -2 | -4 | -2 | 0.3 | 96
CN(C)C(=O)CSc1nnc([C@H](Cc2ccccc2)NC(=O)OC(C)(C)C)o1 | 2 | 16 | -3 | 8 | -0.4 | 1 | 11 | 6 | 0.1 | 101
CC1CC(=O)Nc2ccccc2N1C(=O)CSc1nnnn1C(C)C (configuration not stated) | 1 | -1 | -6 | 14 | -2.1 | -1 | -3 | 2 | -0.5 | 97
CCOC1OC2C(CO)OC(n3cnc4c(N)ncnc43)C2O1 (configuration not stated) | -3 | / | -7 | -48 | -0.6 | 1 | -2 | -13 | 0.7 | 94
Next part
SMILES | HTR2A ag | Vif imaging | CaV13 ICDI inh | MC4R antagonist | MC4R ag barr | Glyco luc inh | PDI inh | H9c2 protect | aDG glyco act | ABCB6 inh MLPCN
CCOc1ccccc1NC(=O)NNS(=O)(=O)c1cc(C)ccc1C | 5 | 0 | / | 4 | 0.1 | 0 | 0 | -2 | -0.4 | 95
CC1CCCC(C)N1CCNC(=O)CCn1nc(-c2ccccc2)ccc1=O (configuration not stated) | 9 | 6 | -2 | 11 | -0.4 | 1 | -2 | -2 | 0.1 | 98
CCOc1ccc2oc(-c3ccccc3)c(C(=O)N(C)C)c2c1 | -4 | / | -7 | 6 | -0.3 | 0 | -3 | 1 | -0.1 | 99
COCc1c(C(=O)OCC(=O)NCc2ccco2)oc2ccccc12 | 6 | -2 | -2 | -2 | -1.9 | 0 | -6 | -1 | 1.3 | 93
COC(=O)Cc1ccc(NC(=S)NCc2ccccc2)cc1 | 1 | 2 | -4 | 4 | -1.1 | 1 | 5 | 1 | 0.1 | 96
Cc1nnc(N2CCc3ccccc3C2)[nH]c1=O | 3 | 13 | / | 12 | 0.8 | 1 | -1 | -6 | 0.0 | 95
Cc1cccc(NC(=O)c2ccc(S(=O)(=O)N3CCC(C)CC3)cc2)n1 | -2 | -10 | -10 | 2 | -2.2 | -1 | 4 | -12 | 1.4 | 92
O=c1nc(N/N=C/c2ccco2)cn[nH]1 | -2 | 0 | -3 | -5 | -1.6 | 0 | 0 | 1 | -0.1 | 100
CC1=NNC(=O)C1Cc1ccc(F)cc1 (configuration not stated) | 4 | 11 | -20 | 2 | -0.9 | 2 | 0 | 0 | 0.0 | 98
Cc1cc(NC(=O)CSc2nc3sc(C)c(C)c3c(=O)n2C2CCCC2)no1 | 17* | -4 | -8 | 0 | 8.2 | 27* | -8 | -6 | 0.8 | 99
COc1cc2c(=O)n(CCC(=O)NCC3CCCO3)c(=O)n(CC(=O)Nc3ccc(F)cc3)c2cc1OC (configuration not stated) | -8 | 21 | -3 | 10 | 1.0 | 0 | 4 | 2 | -0.1 | 86
Nc1ccc(CNC(=O)OCC2c3ccccc3-c3ccccc32)cc1 | 2 | 36 | -3 | -6 | -0.3 | -2 | 8 | -4 | 1.2 | 101
CCOC(=O)c1nc(C)sc1-c1ccnn1S(=O)(=O)c1ccc(Cl)cc1Cl | -6 | -14 | -4 | 19 | 0.4 | 2 | -1 | -2 | -0.1 | 102
CC(C)N(C(=O)CSc1nc2ccccc2n1Cc1ccccc1F)C(C)C | -9 | -5 | -5 | -3 | -1.4 | -5 | -5 | 2 | 0.5 | 91
COc1ccc(-n2c(O)c(C=NCC(c3ccco3)N3CCCC3)c3ccccc3c2=O)cc1OC (configuration not stated) | -1 | -4 | / | 1 | -0.3 | -1 | 16 | 13 | -0.5 | 109
COc1ccc(CCNC(=O)c2ccccc2N(C)S(=O)(=O)c2ccccc2)cc1 | 0 | -2 | -3 | 0 | -1.5 | 0 | -4 | -1 | -0.2 | 93
COc1ccc(CCNC(=O)CN(c2ccccc2)S(=O)(=O)c2ccccc2)cc1 | -5 | -5 | -6 | -5 | 2.5 | -3 | -32 | 1 | 0.4 | 87
O=C(NCCC1=CCCCC1)C(=O)NCc1ccncc1 | 2 | -15 | -9 | 23 | 2.1 | 2 | -3 | 0 | 0.0 | 90
OC[C@H]1OC(Nc2ccc(N=Nc3ccccc3)cc2)[C@@H](O)[C@@H](O)[C@@H]1O (some centres not stated) | -3 | -11 | -2 | -3 | 0.3 | 2 | -3 | 1 | -0.2 | 95
CCOC(=O)c1c(NC(=O)c2ccccc2C(=O)O)sc2c1CCCC2 | -1 | 20 | -17 | 4 | 0.3 | 2 | -18 | 6 | 0.0 | 99
CCOC(=O)c1cccc(NC(=O)CSc2nnc(C3CCCCC3)n2CC)c1 | -2 | -4 | -4 | 2 | -0.4 | 1 | 5 | 7 | -0.1 | 95
Cn1c(Cn2c(=O)sc3ccccc32)nnc1SCC(=O)NCC1CCCO1 (configuration not stated) | 1 | 14 | -2 | 7 | 0.3 | 0 | / | 13 | 0.0 | 102
Cc1cc(/C=C\c2nc(O)c([N+](=O)[O-])c(=O)[nH]2)c(C)n1-c1ccccc1 | -4 | -3 | -5 | -3 | -1.7 | 0 | 0 | -6 | 0.5 | 96
O=C(c1ccco1)N1CCN(Cc2cc(=O)c(OCc3ccccc3)co2)CC1 | 0 | -2 | -1 | 4 | 0.8 | 1 | -7 | 2 | -0.1 | 99
COc1ccc(C2Nc3ccccc3C(=O)N2Cc2ccccc2)cc1Cn1nnc2ccccc21 (configuration not stated) | -5 | -4 | -9 | 7 | -1.4 | -4 | -4 | 4 | 0.0 | 100
CCOC(=O)c1cc(CC)sc1NC(=O)C1CC(=O)NN1Cc1ccccc1 (configuration not stated) | -6 | / | -5 | 6 | 1.3 | 1 | -2 | -4 | -0.2 | 96
Cc1cc(NC(=O)COC(=O)c2cc3c(s2)CCC(C)C3)no1 (configuration not stated) | 5 | / | -6 | 11 | 1.4 | / | 3 | -3 | 0.5 | 97
COc1ccc(C2(C)ON(c3ccccc3C(F)(F)F)C2=O)cc1 (configuration not stated) | 4 | -1 | -4 | 9 | 0.0 | 0 | -42 | 6 | 0.6 | 100
O=C(NC1CCCC1)c1ccc(Br)c(S(=O)(=O)N2CCCCC2)c1 | 0 | -6 | -3 | 1 | -1.6 | 1 | 0 | 2 | 0.1 | 92
COc1ccc2[nH]c(=O)c(CN(C(=O)c3ccco3)C3CCCCC3)cc2c1 | 6 | -3 | -1 | 6 | 2.1 | 0 | 8 | 6 | -0.1 | 83

5 of these compounds in a different format.
Molecule	HTR2A ag	Vif imaging	CaV13 ICDI inh	MC4R antagonist	MC4R ag barr	Glyco luc inh	PDI inh	H9c2 protect	aDG glyco act	ABCB6 inh MLPCN
O=C(c1ccco1)N1CCN(Cc2cc(=O)c(OCc3ccccc3)co2)CC1	0	-2	-1	4	0.8	1	-7	2	-0.1	99
COc1ccc(C2Nc3ccccc3C(=O)N2Cc2ccccc2)cc1Cn1nnc2ccccc21 (configuration not stated)	-5	-4	-9	7	-1.4	-4	-4	4	0.0	100
CCOC(=O)c1cc(CC)sc1NC(=O)C1CC(=O)NN1Cc1ccccc1 (configuration not stated)	-6	/	-5	6	1.3	1	-2	-4	-0.2	96
Cc1cc(NC(=O)COC(=O)c2cc3c(s2)CCC(C)C3)no1 (configuration not stated)	5	/	-6	11	1.4	/	3	-3	0.5	97
COc1ccc(C2(C)ON(c3ccccc3C(F)(F)F)C2=O)cc1 (configuration not stated)	4	-1	-4	9	0.0	0	-42	6	0.6	100
